Screening data (PubChem BioAssay)
MBNL1-CUG inh: qHTS Assay for Inhibitors of MBNL1-poly(CUG) RNA binding; TR-FRET MBNL1-His/biotin-(CUG)12 binding, 665/545 ratio; 280,000 tested, 0.036% active; Potency, µM (top dose mostly 57.5 µM), for inactives: at the top dose activity change, negative = inhibition, actives largely listed as inhibitors; Muscleblind-like protein 1 (Homo sapiens), Q9NR56; active = well fitted inhibition curve with a large enough effect in the signal ratio, with a control signal flat, not every such curve was filed as active; inconclusive = small, poorly fitted or top-dose-only effect, or effect the other way, or a change in a side signal; inactive = no such curve, though single readings can be large or run the other way; the % refers to the signal ratio; also: % is scaled to controls: 0 for no effect and ±100 for the full control effect
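Compounds (final 92 nM to 58 uM) are added to His-tagged MBNL1 and biotin-(CUG)12, then terbium anti-His antibody and streptavidin-XL665 (5 nM final). After 60 min at room temperature, the 665/545 nm ratio is read.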
Rab9 promoter act: qHTS Assay for Rab9 Promoter Activators | AID 485297, 2010 | Huh7 Rab9 promoter-luciferase reporter, luminescence, 24 h | 320,000 tested, 2.8% active | Potency, µM (top dose mostly 9.22 µM), without a hit: at the top dose activation, negative = inhibition, actives largely listed as activators; also: % of control where 0% means no effect; nearly all actives have a fitted effect of over 60% in size
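Quantitative HTS format; Huh7 Rab9-luciferase reporter cells (1500/well) receive compound 2 h post-plating, incubate 24 h at 37 °C, then get luciferase reagent for 10 min before luminescence reading.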
uPA surface inh: qHTS for Inhibitors of Cell Surface uPA Generation | cell surface uPA generation assay, qHTS | AID 540303, 2011 | Potency, µM (series often up to 38.3 µM), without a hit: at the highest dose activity change, negative = inhibition, hits mostly inhibitors | 330,000 tested, 0.31% active; active = well fitted inhibition curve with a large enough effect; inconclusive = small, poorly fitted or top-dose-only effect; inactive = no such curve, though single readings can be large or run the other way; tested in mouse RAW 264.7 cells; also: % is scaled to controls: 0 for no effect and ±100 for the full control effect; nearly all actives have a fitted effect of over 55% in size
FLuc modulator: qHTS profiling assay for firefly luciferase inhibitor/activator using purifed enzyme and Km concentrations of substrates (counterscreen for miR-21 project) | Luciferin 4-monooxygenase (Photinus pyralis), P08659 | purified FLuc, Km substrates, luminescence inhibition | Potency, µM (top dose mostly 57.5 µM), without a hit: at the top dose activity change, negative = inhibition, most hits filed as inhibitors | 360,000 tested, 6.9% active;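 also: plate controls were vehicle for no effect and reference inhibitor for full effect; nearly all actives have a fitted effect of over 55% in size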
Target sequence (P08659 whole entry, looked up): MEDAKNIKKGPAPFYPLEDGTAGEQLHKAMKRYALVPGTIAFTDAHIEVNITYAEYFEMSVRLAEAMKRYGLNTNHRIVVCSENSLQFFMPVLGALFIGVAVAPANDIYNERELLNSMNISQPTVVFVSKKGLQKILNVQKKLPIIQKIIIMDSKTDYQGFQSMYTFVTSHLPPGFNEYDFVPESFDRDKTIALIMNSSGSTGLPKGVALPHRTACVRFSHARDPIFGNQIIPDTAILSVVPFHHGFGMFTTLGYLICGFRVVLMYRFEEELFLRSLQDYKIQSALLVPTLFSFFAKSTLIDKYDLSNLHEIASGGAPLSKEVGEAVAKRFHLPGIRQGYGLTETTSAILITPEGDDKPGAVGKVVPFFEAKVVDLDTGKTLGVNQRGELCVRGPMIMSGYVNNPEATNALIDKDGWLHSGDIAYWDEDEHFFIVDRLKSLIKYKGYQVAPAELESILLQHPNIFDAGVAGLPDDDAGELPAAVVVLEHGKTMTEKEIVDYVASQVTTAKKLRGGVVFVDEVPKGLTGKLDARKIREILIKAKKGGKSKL
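Biochemical qHTS of compounds, final roughly 60 µM downward over six points, against 10 nM purified firefly luciferase using Km concentrations of substrates (10 uM D-luciferin, 10 uM ATP) in Tris acetate pH 7.5 buffer; luminescence output.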
RORgamma inh: qHTS for inhibitors of ROR gamma transcriptional activity | Nuclear receptor ROR-gamma (Mus musculus), P51450 | Potency, µM (series often up to 53.6 µM), inactives show top-dose activity change, negative = inhibition, actives largely listed as inhibitors | 310,000 tested, 5.4% active | Drosophila S2 Gal4-RORgamma UAS-luciferase reporter, 20 h; also: % is scaled to controls: 0 for no effect and ±100 for the full control effect; nearly all actives have a fitted effect of over 60% in size
Target sequence (P51450 whole entry, looked up, the tested form may be a part): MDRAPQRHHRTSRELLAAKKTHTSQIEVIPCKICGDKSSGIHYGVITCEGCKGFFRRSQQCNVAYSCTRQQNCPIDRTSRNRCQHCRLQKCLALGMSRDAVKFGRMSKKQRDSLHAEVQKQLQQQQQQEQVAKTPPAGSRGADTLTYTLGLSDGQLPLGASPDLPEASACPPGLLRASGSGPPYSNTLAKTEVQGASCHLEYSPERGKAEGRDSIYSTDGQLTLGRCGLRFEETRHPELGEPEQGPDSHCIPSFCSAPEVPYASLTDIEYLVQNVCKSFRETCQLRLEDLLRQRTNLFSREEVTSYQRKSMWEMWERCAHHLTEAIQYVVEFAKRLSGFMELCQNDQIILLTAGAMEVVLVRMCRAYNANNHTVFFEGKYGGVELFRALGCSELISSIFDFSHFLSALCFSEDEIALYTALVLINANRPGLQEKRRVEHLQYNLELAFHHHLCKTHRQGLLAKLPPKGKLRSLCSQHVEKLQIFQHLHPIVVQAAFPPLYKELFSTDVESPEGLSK
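Read-out: Photinus luciferase luminescence; inhibitors lower reporter signal. Insect Schneider cells with Gal4-ROR gamma fusion under metallothionein promoter, UAS reporter; 700 uM final copper sulfate induction, 20 hr, ambient temperature.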
ELG1 genotox: qHTS screen for small molecules that induce genotoxicity in human embryonic kidney (HEK293T) cells expressing luciferase-tagged ELG1. Potency, µM (highest dose often 46 µM), for the others: top-dose activity change, positive = activation, actives largely listed as activators. HEK293T ELG1-luciferase reporter, luminescence, 16 h. AID 504466, 2011. 330,000 tested, 1.3% active; also: % of control where 0% means no effect; nearly all actives have a fitted effect of over 60% in size
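Cells (2,000/well) expressing the ELG1-luciferase fusion are dosed by pin tool and kept 16 hr at 37 °C, 5% CO2. Signal comes from ONE-Glo luciferase reagent after 30 min at room temperature.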
BRCA1 expr act: qHTS Assay to Identify Small Molecule Activators of BRCA1 Expression; MCF7-BRCA1-FFLuc reporter, luminescence, 48 h; response scale: scaled: vehicle 0%, 10 µM genistein 100%; Potency, µM (top dose mostly 46.1 µM), without a hit: at the top dose activation, usual class: activators; 380,000 tested, 1.1% active; AID 624202, 2012; also: nearly all actives have a fitted effect of over 80% in size; some results filed as inactive show a strong effect at the top dose
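Reporter cells (MCF7, BRCA1 promoter-firefly luciferase) received library compounds across a concentration series for 48 h. End-point luminescence was measured and concentration-effect curves derived after normalization.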
p53 reactivation: qHTS assay for re-activators of p53 using a Luc reporter; 320,000 tested, 0.063% active; AID 504706, 2011; H1299 p53-A138V BP100-luciferase reporter, luminescence, 24 h; Potency, µM (titrated, usually from 92.2 µM), inactives show at the highest dose activity change, positive = activation, hits mostly activators; also: % of control where 0% means no effect; nearly all actives have a fitted effect of over 45% in size
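p53-null H1299 cells stably carrying temperature-sensitive p53-A138V and a BP100-luciferase reporter were pinned with compounds (4-point, 1:5 series) and held 24 hrs at 37 deg C. Luminescence was read 10 min after detection reagent.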
NPC1 prom act: qHTS Assay for NPC1 Promoter Activators. Huh7 NPC1 promoter luciferase reporter, 24 h. Potency, µM (doses to about 9.22 µM), for inactives: top-dose activation, most hits filed as activators. 320,000 tested, 2.4% active;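 also: % of control where 0% means no effect; nearly all actives have a fitted effect of over 60% in size; reporter is driven by a mutant NPC1 promoter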
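In 1536-well qHTS, Huh7 cells harboring an NPC1 promoter–luciferase construct received compound for 24 h; activation was quantified by luminescence following luciferase reagent addition.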
Gal4-VP16 FLuc: VP16 counterscreen qHTS for inhibitors of ROR gamma transcriptional activity. 310,000 tested, 3.5% active. Drosophila S2 Gal4-VP16 UAS-luciferase, luminescence, 20 h. AID 2546, 2010. Potency, µM (titrated, usually from 53.6 µM), for inactives: top-dose activity, negative = inhibition, actives largely listed as inhibitors;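 also: Gal4-VP16 expression switched on by copper sulfate through the metallothionein promoter; % is scaled to controls: 0 for no effect and ±100 for the full control effect; nearly all actives have a fitted effect of over 50% in size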
Numbers without * were called inactive; ? = inconclusive; . = not tested or not shown; & = joins results of further samples; [ ] = remark or other dose. Unless noted, calls follow the shape of the dose curve; as a rule, active = well fitted curve in the direction sought with a large enough effect; inconclusive = small, poorly fitted or top-dose-only effect, or another doubt; inactive = no such curve, though single readings can be large; an effect the other way counts as inactive or inconclusive. Potency is read from the fitted curve at half-maximal effect.

SMILES | MBNL1-CUG inh | Rab9 promoter act | uPA surface inh | FLuc modulator | RORgamma inh | ELG1 genotox | BRCA1 expr act | p53 reactivation | NPC1 prom act | Gal4-VP16 FLuc
COC(=O)[C@@H]1C[C@H]2CC[C@H](O)C[C@H]2N1Cc1ccc(-c2ccccc2)cc1 | -8% | -8% | 7% | 3% | -24%&-2% | 0% | 5% | 1% | -3% | 7%&-5%
COC(=O)C1CCN(c2cc(=O)n(C3CCCCC3)c(=O)[nH]2)CC1 | 8% | 0% | 5% | 0% | 23% | 0% | -18% | -3% | -1% | 2%
COc1ccc2cc(C#N)c(N3CCOCC3)nc2c1 | 45%[activator] | -4% | 5% | -8% | 31% | -7% | -19% | 32% | -4% | -8%
CC(=O)NCCC(Cc1ccccc1)c1ccco1 (stereo not given) | -8% | 14% | -5% | 1% | -44% | ? | 13% | ? | 1% | ?
O=C1NC(c2ccncc2)Nc2sc3c(c21)CCCC3 (stereo not given) | 17% | 30% | 3% | 21µM* | 2% | ? | 54% | ? | ? | -4%
CC(=O)c1cccc(NS(C)(=O)=O)c1 | -1% | -9% | -8% | -2% | -1% | 0% | -16% | -2% | -5% | 6%
COc1cccc(-n2nnnc2SCC(=O)NC2CCCC2)c1 | 2% | 15% | 3% | 3% | -2% | -2% | 1% | 0% | 0% | ?
O=C(CCc1nc(-c2ccccc2F)no1)Nc1cccnc1 | 3% | -2% | -12% | -2% | -3% | -6% | 6% | 2% | -4% | -16%
O=Cc1c(N2CCOCC2)nc2ccccn2c1=O | 22% | -1% | 5% | -1% | -1% | -11% | 17% | -3% | -3% | -8%
NC(=O)CC(NC(=O)Cc1ccc(Cl)cc1)c1ccc(NCCc2ccccc2F)c([N+](=O)[O-])c1 (stereo not given) | 7% | 0% | -3% | 0% | 8% | 3% | -15% | -3% | -6% | -9%
O=C(O)c1ccc2c(=O)n3c(nc2c1)/C(=C/c1ccc(Cl)c(Cl)c1)CC3 | ? | -4% | -2% | 3% | 0% | 9% | -6% | 2% | 1% | -10%
COc1ccc(N2CCN(CNC(=O)c3ccccc3)CC2)cc1 | -3% | 6% | 11% | 0% | 22% | 0% | 0% | -5% | 1% | -1%
O=C(c1ccc(Cl)s1)N1CCN(c2nc3ccccc3s2)CC1 | -14% | 2% | 15% | -9% | 30% | -10% | -38% | -3% | 0% | -5%
C=C(C)CCC(C)N1CCC(n2nccc2NC(=O)CCCc2ccccc2)CC1 (stereo not given) | 5% | 0% | -9% | 2% | -7% | -1% | 22% | 11% | -4% | -3%
CCOc1ccc(CSCCNC(=S)Nc2ccc(OC)cc2)cc1 | -7% | -7% | ? | -6% | 2µM* | -9% | -37% | 1% | -3% | 7.1µM*
CCOC(=O)N1CCN(S(=O)(=O)N2CCCC(C(=O)NCCc3ccc(OC)c(OC)c3)C2)CC1 (stereo not given) | -1% | -4% | -3% | 0% | 5% | -2% | -1% | -9% | -2% | 4%
CCOC(=O)Cn1c(C)cc(COC)c(C#N)c1=O | 4% | -3% | -3% | 4% | 15% | 2% | 1% | 1% | -5% | 6%
Cc1onc(-c2ccccc2Cl)c1C(=O)Nc1ccc(-c2nnc3n2CCCCC3)cc1 | 0% | 5% | 0% | 0% | 0% | -20% | 0% | -3% | 0% | -8%
COc1ccc([C@H]2CC(=O)C=C(c3ccccc3)C2)cc1OC | . | -9% | 2% | -1% | . | 1% | 10% | -3% | 0% | .
C#CCOCCOCCOCCNc1nc(N2CCN(C(=O)[C@H](CC(N)=O)n3cc(C(N)[C@@H](C)CC)nn3)CC2)nc(N2CCN(C(=O)[C@H](CCC(=O)O)n3cc([C@@H](N)CCCCN)nn3)CC2)n1 (stereo not given in full) | . | . | 7% | . | . | 4% | 9% | 3% | . | .
Cc1c(CCC(=O)O)c(=O)oc2c(C)c3occ(-c4ccc(Cl)cc4)c3cc12 | -5% | -13% | -10% | ? | 25% | 1% | -19% | -3% | 9% | -6%
Cc1ccc2c(c1)c1c(n2CC(O)Cn2c(C)nc3ccccc32)C(=O)CCC1 (stereo not given) | 0% | -16% | -16% | 2% | -11% | -7% | 0% | -3% | -6% | -3%
O=c1c2ccccc2nc(-c2ccco2)n1Cc1ccccc1 | 5% | . | . | 13µM* | 19% | . | 7.9µM* | . | . | ?
COc1cc2c(cc1OC)C(C)N(CC(=O)Nc1ccc(C)c(S(=O)(=O)N3CCOCC3)c1)CC2 (stereo not given) | 3% | -4% | 17% | 1% | 23% | -8% | -36% | -9% | -2% | -23%
Cc1ccc(/C=N/n2c(-c3ccccc3)n[nH]c2=S)cc1 | -4% | 2% | -36% | 6% | ? | -5% | -1% | . | 4% | 2.8µM*
C=CCn1c(SCC(=O)N2CCOCC2)nc2sc3c(c2c1=O)CCCC3 | 2% | -8% | -9% | 5% | 6% | -11% | -108%[inhibitor] | -19% | -1% | 16%
COc1ccc(C2NC(=O)c3ccccc3O2)cc1OC (stereo not given) | 13% | -3% | 3% | 0% | -29% | 3% | 21% | -2% | 1% | 22%
CCCCCCn1c(=O)c(Cc2ccccc2)c(O)c2ccccc21 | 2% | -1% | 3% | ? | 24% | -3% | 3% | 0% | -3% | -22%
Cn1cccc1C(=O)OCC(=O)Nc1ccc2c(c1)OCCO2 | . | . | -4% | . | . | 1µM* | 2µM* | ? | . | .
CCOc1ccc(C(=O)Nc2ccc(CN3CCOCC3)cc2)cc1Cl | -8% | -2% | -22% | 7.6µM* | 10% | -1% | 2% | 2% | -5% | -3%
O=C(CN1CCCC1)Nc1c2c(cc3c1CCC3)CCC2 | -7% | -1% | -1% | 1% | 2% | -2% | -17% | -12% | -3% | -5%
CN(Cc1cc2cc(F)ccc2[nH]1)Cc1nc(-c2cnccn2)no1 | -9% | 0% | 2% | 1% | 24% | -2% | -24% | 0% | 0% | 0%
CN(C)S(=O)(=O)Oc1ccc(C(=O)Nc2ccc([N+](=O)[O-])cc2)cc1 | 0% | -2% | 0% | -1% | 22% | 4% | -8% | 2% | -21% | -4%
CC(=O)c1cccc(NC(=O)c2cc(=O)c3ccccc3o2)c1 | 11% | 22% | -5% | -19% | 15% | 15% | -24% | . | 21% | 6%
O=C(NC(=O)N1CCOCC1)c1ccccc1 | ? | -2% | -4% | -2% | 7% | 0% | 13% | -1% | 0% | ?
O=C(CCCC(=O)N1CCN(c2ccccc2F)CC1)N1CCN(c2ccccc2F)CC1 | 6% | 2% | -1% | 4% | 3% | -3% | -36% | -12% | -2% | -4%
Cc1ccc(S(=O)(=O)NCC(=O)OCC(=O)NCCc2ccccc2)cc1 | . | -1% | 0% | -1% | . | -2% | -14% | -1% | 0% | .
O=C(CCCc1nc2ccccc2s1)Nc1ccc(N2CCOCC2)cc1 | -6% | 1% | 0% | -9% | 8% | 8% | -17% | 3% | 0% | -4%
CS(=O)(=O)N(Cc1cccc(CN(C(C(=O)O)c2ccccc2)S(C)(=O)=O)c1)C(C(=O)O)c1ccccc1 (stereo not given) | -11% | 0% | 3% | -1% | 12% | 3% | 10% | . | 0% | 13%
COc1ccc2oc(C(=O)OCc3c(C)noc3C)c(C)c2c1 | 4% | 6% | -2% | ? | 24% | ? | 47% | 0% | -3% | -25%
Cn1ccnc1COc1ccc(C=O)cc1 | 9% | -1% | -1% | 4% | ? | -4% | 0% | ? | -6% | -9%
CCCOc1ccc(/C(O)=C2/C(=O)C(=O)N(CCN(C)C)C2c2ccc(O)c(OC)c2)cc1 (stereo not given) | 0% | 18% | -15% | -2% | -5% | 1% | 0% | 10% | -2% | 2%
C=CCOC1=CS(=O)(=O)N(Cc2ccc(Br)cc2)c2ccc(Br)cc21 | . | . | 7% | . | . | -4% | -22% | -3% | . | .
COc1cc(NC(=O)c2cc(C)on2)cc(OC)c1OC | -8% | 7% | . | -1% | -12% | 4% | -1% | -4% | 2% | -3%
Cn1c(SCC(=O)O)nnc1-c1cccc(NC(=O)c2cccc3ccccc23)c1 | -3% | -1% | 2% | ? | -10% | 1% | -11% | 1% | 1% | 0%
CCCNS(=O)(=O)c1ccc(OCC(=O)NCCC2=CCCCC2)cc1 | 1% | 0% | . | -1% | 38% | -2% | -18% | -4% | -2% | 0%
CC(=O)Nc1ccnn1C1CCN(C(=O)c2cccc(C)c2C)CC1 | 1% | -5% | -4% | 0% | -17% | 0% | 0% | 4% | 3% | 7%

Not a hit list. About 13% of those tested had a hit in this group.
